LGR2 inh – blocks bursicon-induced cAMP signaling via Drosophila LGR2. HEK293 LGR2, CRE-luciferase, bursicon-stimulated, 4 h. inhibition, % at 9.99 µM. 0.35% of 380,000 active;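 active = drop in luminescence signal, shown as inhibition above about 50% in the replicate tests, limit read from the data, passing the limit was not always enough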;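 note: agonist challenge used bursicon conditioned medium at about half maximal strength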
PGC1a acetyl inh – lowers PGC1a acetylation signal in U2OS cells; inhibition, % at 15.6 µM; 0.17% of 350,000 active; AID 651687; AlphaScreen anti-acetyl-lysine; with virally co-expressed GCN5 acetyltransferase;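 active = every replicate shows inhibition of at least 40%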;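 note: 0% = neutral control wells and 100% = positive control wells; some results beyond the cut were filed as inactive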
Cneo AK release – causes C. neoformans cell lysis; adenylate kinase release luminescence, 4 h; normalised: neutral wells 0, clomiphene wells 100; lysis activity, % at 15 µM; 0.2% of 360,000 active; AID 651654;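 active = mean lysis activity across replicates of at least 80%, whatever share of replicates individually reach that level; inactive = mean lysis activity below 80%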
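Material – Cryptococcus neoformans yeast cells · Quantity – 5 × 10^6 yeast cells/mL · Buffer or medium – YPD medium · Compound – single dose · Timing – 4 h static compound exposure, 37 °C, read 1 h post-reagent · Signal – adenylate kinase release luminescence · Read-out basis – lysis from increased AK signal · Benchmarks – Clomiphene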
PglD inh – PglD (C. jejuni) enzyme inhibition; purified PglD enzyme, DTNB colorimetric CoA detection; inhibition, % at 12.5 µM; 0.098% of 360,000 active; AID 602405; in the data active = inhibition above about 16%, passing the limit was not always enough; note: strong numbers were not always called active
ARNT TACC3 PPI – disruptors of human ARNT/TACC3 interaction; 0.66% of 390,000 active; AlphaScreen His-ARNT PAS-B/GST-TACC3 binding, luminescence; TACC3 fragment carries E629A point mutation; inhibition, % at 9.99 µM; Q9Y6A5;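 active = mean inhibition of replicates at least 50% and at least half of replicates each reaching 50%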;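 note: 0% = complete ARNT plus TACC3 wells and 100% = ARNT alone without TACC3; many hits fall short of the cut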
PAX8 reporter – inhibitors of PAX8 transcriptional activity in RMG-I cells. RMG-I TPO-luciferase reporter, SteadyGlo, 24 h. 1.2% of 360,000 active. inhibition, % at 12.6 µM. AID 652154;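 active = mean replicate inhibition at least 60% with every replicate also reaching 60%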;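 note: luciferase light reporting Pax8 driven TPO promoter activity; plate controls were median of neutral control wells for no effect and mitoxantrone controls for full effect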
Statin myotox sup – protects C2C12 myotubes from simvastatin toxicity. ATP luminescence, 48 h; scaled: DMSO 0, geranylgeraniol control 100. rescue of ATP level, % at 7.49 µM. 0.78% of 330,000 active;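 active = mean ATP rescue above about 67%, or every replicate alone reaching that limit, limit read from the data, passing the limit was not always enough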;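 note: myotubes were challenged with 10 µM simvastatin during compound exposure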
INS-1E GSIS act – GLuc luminescence reporter in INS-1E cells, primary screen for activators of glucose-dependent secretion of insulin; INS-1E GLuc reporter insulin secretion, 2-3 h; 0.61% of 370,000 active; activation, % at 16.6 µM;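 active = lowest replicate activation of at least 40%, so every replicate reaches that level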;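 note: 0% = median of neutral control wells and 100% = median of IBMX positive control wells; some compounds called inactive have numbers as strong as hits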
Active calls of the source: *; · = not tested or not shown; & = joins results of further samples.

Fields – LGR2 inh, PGC1a acetyl inh, Cneo AK release, PglD inh, ARNT TACC3 PPI, PAX8 reporter, Statin myotox sup, INS-1E GSIS act
- Cc1cc(C)nc(-n2nc(C)cc2NC(=O)c2cccc(S(=O)(=O)N3CCOCC3)c2)n1
→ ·, -7, 0, -4, -11, 10, -15, ·
- O=c1c2oc3ccccc3c2ncn1Cc1ccc(Cl)cc1
→ -4, 4, 2, 5, 1, -26, 22, 6
- CC(C)Oc1ccc(N2C(=O)c3ccccc3C2=O)cc1
→ ·, 1, -1, -3, -3, ·, -14, ·
- Cc1cccc(C)c1-n1nnnc1C(C)(C)N1CCN(N=O)CC1
→ 20, ·, ·, ·, 0, -5, ·, 11
- Cc1cc(OCC(=O)Nc2ccc(CN3CCOCC3)cc2)c2c(C)c(C)c(=O)oc2c1
→ -7, 33, -4, -5, -2, -29, -9, 1
- O=C(NCCc1nc2ccccc2[nH]1)/C(=C/c1ccc2c(c1)OCO2)NC(=O)c1ccccc1
→ 4, 23, 0, 0, 1, -12, 5, -32
- COc1ccc(CNC(=O)CCCn2nc(C)c3c(C)n(-c4ccccc4)nc3c2=O)cc1
→ 26, 2, 0, -8, 7, 28, -7, 7
- COc1ccc(C2C(C#N)=C(N)OC3=C2C(=O)CCC3)cc1OC (stereo not drawn)
→ 15, -8, ·, ·, 0, 11, ·, -7
- Cc1cc(C)c2nc(-c3ccccn3)cc(C(=O)n3cccn3)c2c1
→ 10, -1, ·, ·, 6, 24, ·, 10
- C[C@@H]1CN([C@H](C)CO)C(=O)CCCn2nncc2CO[C@H]1CN(C)S(=O)(=O)c1ccc(Cl)cc1
→ -1&-2, 7&-2&5, 0&-3, 1&-2, -6, 8&4&3, -3&15&-3, -3&1
- O=C(COC(=O)c1cncc(Br)c1)Nc1nc(-c2ccc(F)cc2)cs1
→ -21, 0, 2, 6, -3, -55, -11, -2
- CCOC(=O)c1c(O)c2ccccc2oc1=O
→ -1, 3, 51, -2, 1, -1, -38, 1
- CCCC(=O)C1=C(O)C(C(=O)OC)C(C)(C)CC1=Nc1cccc2ccccc12 (stereo not drawn)
→ ·, -14, 0, -8, 6, ·, -3, ·
- OC(CN1CCOCC1)CN(c1ccccc1)c1ccccc1 (stereo not drawn)
→ ·, 17, -2, -3, 3, ·, -4, ·
- Cc1cccnc1-n1c(CCN2C(=O)c3ccccc3C2=O)nc2ccccc2c1=O
→ ·, 7, 1, 6, 1, ·, 72*, ·
- CN1CCN(CCCNC(=O)c2ccc3c(=O)n(CCc4ccccc4)c(=O)[nH]c3c2)CC1
→ 20, ·, 1, 2, -3, -18, -7, -16
- COc1cc(NC(=O)CN2CCC(C(N)=O)(N3CCCCC3)CC2)c(OC)cc1Cl
→ -7, -8, ·, ·, 5, 12, ·, -8
- O=C(CCN1CCCCC1)N[C@H]1CC[C@H](CCNS(=O)(=O)c2ccc(Cl)cc2)O[C@@H]1CO
→ 9, 10, 0, 1, -1, -21, 23, 7
- Cc1cc(=O)[nH]c(SCCc2ccccc2)n1
→ 10, ·, -3, 8, -1, -27, 6, 6
- COc1ccccc1CNC(=O)c1cnn2c(C(F)F)cc(C)nc12
→ ·, 7, 0, -6, ·, 20, -4, ·

A few values from the entries so far.
COc1cc(NC(=O)CN2CCC(C(N)=O)(N3CCCCC3)CC2)c(OC)cc1Cl | LGR2 inh: -7
COc1ccc(C2C(C#N)=C(N)OC3=C2C(=O)CCC3)cc1OC (stereo not drawn) | PAX8 reporter: 11
COc1ccccc1CNC(=O)c1cnn2c(C(F)F)cc(C)nc12 | PglD inh: -6
Cc1cccc(C)c1-n1nnnc1C(C)(C)N1CCN(N=O)CC1 | LGR2 inh: 20

Molecules above containing fluorine:
Fields – LGR2 inh, PGC1a acetyl inh, Cneo AK release, PglD inh, ARNT TACC3 PPI, PAX8 reporter, Statin myotox sup, INS-1E GSIS act
- O=C(COC(=O)c1cncc(Br)c1)Nc1nc(-c2ccc(F)cc2)cs1
→ -21, 0, 2, 6, -3, -55, -11, -2
- COc1ccccc1CNC(=O)c1cnn2c(C(F)F)cc(C)nc12
→ ·, 7, 0, -6, ·, 20, -4, ·

Three compounds picked at random from the list so far:
Fields – LGR2 inh, PGC1a acetyl inh, Cneo AK release, PglD inh, ARNT TACC3 PPI, PAX8 reporter, Statin myotox sup, INS-1E GSIS act
- CC(C)Oc1ccc(N2C(=O)c3ccccc3C2=O)cc1
→ ·, 1, -1, -3, -3, ·, -14, ·
- COc1ccc(CNC(=O)CCCn2nc(C)c3c(C)n(-c4ccccc4)nc3c2=O)cc1
→ 26, 2, 0, -8, 7, 28, -7, 7
- COc1ccccc1CNC(=O)c1cnn2c(C(F)F)cc(C)nc12
→ ·, 7, 0, -6, ·, 20, -4, ·

Other structures.
Fields – LGR2 inh, PGC1a acetyl inh, Cneo AK release, PglD inh, ARNT TACC3 PPI, PAX8 reporter, Statin myotox sup, INS-1E GSIS act
- O=C(NC1CCS(=O)(=O)C1)c1cn(-c2ccccc2)nc1-c1ccccc1 (stereo not drawn)
→ ·, 6, 5, ·, 3, ·, -22, ·
- CC(=O)N/C(=C\c1ccc(F)cc1)C(=O)NC(Cc1ccccc1)C(=O)O (stereo not drawn)
→ 8, 1, 1, 2, -3, -5, 8, 7
- Cc1ccc(S(=O)(=O)CCC(=O)NCCC2=CCCCC2)cc1
→ -1, 4, ·, -2, -3, 6, 12, -10
- C[C@H](CO)N1C[C@H](C)[C@@H](CN(C)Cc2ccc(C(F)(F)F)cc2)Oc2c(cccc2N(C)C)C1=O
→ 13, -18, 0, 2, 2, -10, 8, -1
- CCCC(=O)O[C@@H]1C[C@@H](C)N(C(=O)c2ccccc2)c2ccc(C)cc21
→ ·, -8, 10, -1, -6, ·, 28, ·
- COc1ccc(C(=O)n2nnc3ccccc32)cc1Br
→ ·, 4, -1, 0, -1, ·, 22, ·
- O=C(N/N=C/c1ccc(Cl)cc1)c1ccc2c(c1)OCO2
→ -68, -7, 1, -9, ·, -2, -8, 5
- C/C=C(/C)C(=O)Nc1cccc(C2=NOC3(C2)C[C@@H](C(N)=O)N(C(=O)[C@H]2CCC(=O)N2)C3)c1 (stereo partly drawn)
→ 2, ·, 20, -3, 2, -13, 13, 2
- C1=C(c2ccccc2)N2CCN=C2S1
→ 1, 25, -3, -2, 5, ·, 13, 1
- COCCNC(=O)CS(=O)Cc1nc(-c2ccc(OC)cc2)oc1C (stereo not drawn)
→ -7, ·, 10, -1, -9, 0, -6, -16
- Cc1cccc(NC(=O)CSc2nnc([C@@H](N)Cc3ccccc3)o2)c1C
→ ·, ·, 0, 1, -1, ·, -5, ·
- COc1cc(C2C3=C(CC(C)(C)CC3=O)OC(N)=C2[N+](=O)[O-])ccc1O (stereo not drawn)
→ 3, ·, 1, 0, -13, 5, ·, -23
- Cc1cccc(C)c1NC(=O)N1CC=CCC1
→ -1, 1, 1, -6, 10, -13, 7, -6
- COc1ccc(NC(=O)Nc2cccc3c2O[C@@H](CN(C)Cc2ccccc2)[C@H](C)CN([C@H](C)CO)C3=O)cc1
→ 10, 4, -2, -6, 5, ·, 17, -18
- Cc1c(C)n2c(SCC(=O)N3CCC(C)CC3)nnc2[nH]c1=O
→ 3, 10, ·, ·, -3, -7, 3, 20
- COc1cc(C(=O)O)c2c(c1C)OC(=O)c1c(C)cc(O)c(C=O)c1O2
→ ·, 3, 4, -1, -9, ·, 1, ·
- COCCCNC(=O)/C(C#N)=C/c1ccc(F)cc1
→ -7, -10, ·, ·, -20, -9, ·, 8
- CC(=O)Nc1ccc(Nc2cc(C)nc3c(-c4ccccc4)c(C)nn23)cc1
→ 2, ·, ·, ·, -18, -4, ·, -10
- CC(=O)N1CC(=O)N2[C@H](CO)[C@@H](c3ccc(-c4ccccc4)cc3)[C@H]2C1
→ 9, -5, ·, ·, ·, -17, ·, -9
- O=C(c1cnccn1)N1CC(=O)N2[C@H](CO)[C@H](c3ccc(-c4ccccc4)cc3)[C@@H]2C1
→ -6, 3, ·, ·, ·, -11, ·, 15
- Cc1cccc(N2CCN(S(=O)(=O)c3c(C)noc3/C=C/N(C)C)CC2)c1C
→ 7, 4, ·, ·, -4, -8, -11, 6
- C[C@H]1CN([C@@H](C)CO)S(=O)(=O)c2ccc(C#Cc3ccncc3)cc2O[C@@H]1CN(C)C(=O)Nc1ccc2c(c1)OCO2
→ ·, -2, -4, 7, 4, 101*, -52, -20
- O=C(CSc1nc2ccccc2c(=O)n1-c1ccccc1)N1CCN(CCO)CC1
→ ·, -7, 2, -3, 1, ·, ·, 15
- CCn1nc(NS(=O)(=O)c2ccc([N+](=O)[O-])cc2)c2cc3ccc(C)cc3nc21
→ 7, 0, -1, -1, 1, -1, 10, -7
- Cc1ccc(S(=O)(=O)Nc2ccc3c(c2)C(=O)N([C@H](C)CO)C[C@@H](C)[C@H](CN(C)C(=O)Nc2ccc(C(F)(F)F)cc2)O3)cc1
→ 2, 4, -1, 12, -13, ·, -13, 2
- Cc1cccc(C(=O)NCCC(=O)Nc2ccc(C#N)cc2)c1
→ 1, 4, -1, -3, -3, -12, -3, 18
- O=C(NNC(=O)c1ccccc1O)c1ccc(Cl)c(S(=O)(=O)N2CCCCC2)c1
→ 9, ·, -3, 0, 4, 27, 2, -33
- O=C(NCC(=O)N1CCN(C(=O)c2ccco2)CC1)c1ccc(Cl)cc1
→ 21, 3, 1, -11, -3, 1, 4, 11
- COc1cc(-c2cc(NC=O)c3ncc(-c4cccc(C(=O)N(C)C)c4)n3c2)cc(OC)c1OC
→ 4, -8, 14, -2, ·, 30, -18, 0
- CC(=O)c1cccc(NC(=O)c2ccc(-n3cncn3)c3ccoc23)c1
→ -26, ·, -1, -7, ·, -85, -13, 3
- C[C@H]1CN([C@@H](C)CO)C(=O)c2cc(NC(=O)Cc3cn(C)c4ccccc34)ccc2O[C@H]1CN(C)S(=O)(=O)c1cn(C)cn1
→ 1, -9, -3, 6, -17, ·, 31, 10
- COc1ccc(-c2nc(-c3cccc(C)c3)nc(N3CCN(C)CC3)c2C#N)cc1
→ ·, -34, 3, 2, -1, ·, ·, ·
- CCOC(=O)C(=CNc1ccc2c(c1)c1ccccc1n2CC)C(=O)OCC
→ 13, ·, ·, ·, 3, 32, ·, 12
- NCCSSCCN
→ ·, -15, -3, -6, 0, -7, 7, ·
- COc1ccc(N2C(=O)[C@H]3[C@@H](C2=O)C2c4ccccc4C=NN2[C@H]3C(=O)C(C)(C)C)cc1 (stereo partly drawn)
→ 0, -5, 10, -15, 5, 25, 10, -15
- COC(=O)N/N=C/c1cn(CCCOc2ccccc2)c2ccccc12
→ 3, -5, -4, 2, -1, -33, ·, -33
- COCC(=O)N1[C@H](CO)[C@@H]2c3ccccc3N(C(=O)c3ccncc3)C[C@@H]21
→ 8, 1, 1, 3, 3, -6, 17, 25
- Cn1c(NC(=O)c2cc(-c3ccc4c(c3)OCO4)nc3ccccc23)cc(=O)n(C)c1=O
→ ·, -4, -2, -6, -2, ·, -3, ·
- O=C(C[C@H]1C[C@@H]2c3cc(NC(=O)Nc4ccccc4F)ccc3O[C@@H]2[C@@H](CO)O1)NCc1ccccn1
→ -31, -12, -3, -2, 0, 11, 3, -11
- CCn1ncc(S(=O)(=O)Nc2cc(Cl)ccc2C)c1C
→ -1, ·, -1, -3, -17, ·, ·, 5
- COc1cccc(OC)c1OCCCCn1cnc2ccccc2c1=O
→ 7, 6, ·, ·, -4, 5, ·, 5
- O=C(O)CCc1nc2cccnc2n1Cc1ccccc1
→ 6, -7, -2, 2, -2, ·, 22, 43
- O=C(Cn1c(=O)n(-c2ccc(F)cc2)c(=O)c2sccc21)NC1CCCCC1
→ -11, 4, -1, -1, -7, 19, -12, 30
- COc1ccc(CNC(=O)CNC(=O)c2ccc(C(C)(C)C)cc2)cc1OC
→ 3, -4, 3, 1, -10, 0, -3, -3
- Cc1noc(C)c1NC(=O)N(C)C[C@H]1OCCCC[C@@H](C)Oc2ccc(NS(=O)(=O)c3cccs3)cc2C(=O)N([C@@H](C)CO)C[C@@H]1C
→ -3, 2, 1, -1, -3, -4, ·, 13

From PubChem

An unsorted share of the library, and some 2.9% of all compounds hit somewhere here.
